BioA inh: inhibitors of Mycobacterium tuberculosis BioA enzyme; inhibition, % at 9.99 µM; hit rate 0.096% among 360,000; AID 602481; purified M. tuberculosis BioA enzyme, plate reader; in the data active = inhibition above about 40%
PriA SSB inh: blocks PriA binding to SSB C-terminal tail; hit rate 0.6% among 430,000; AID 1272365; inhibition, % at 33 µM; AlphaScreen SSBct-PriA binding, biotinylated peptide; in the data active = inhibition mostly above about 37%, no sharp cut-off; inactive = mostly below about 20%;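 also: plate controls were negative control peptide for no effect and reference peptide for full effect; strong numbers were not always called active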
UGM FP inh: Mtb UDP-galactopyranose mutase inhibition | purified UGM, fluorescence polarization probe displacement | inhibition, % at 10 µM | hit rate 0.06% among 320,000 | AID 504406; in the data active = inhibition above about 10%, passing the limit was not always enough
Target sequence (P9WIQ1 whole entry, looked up): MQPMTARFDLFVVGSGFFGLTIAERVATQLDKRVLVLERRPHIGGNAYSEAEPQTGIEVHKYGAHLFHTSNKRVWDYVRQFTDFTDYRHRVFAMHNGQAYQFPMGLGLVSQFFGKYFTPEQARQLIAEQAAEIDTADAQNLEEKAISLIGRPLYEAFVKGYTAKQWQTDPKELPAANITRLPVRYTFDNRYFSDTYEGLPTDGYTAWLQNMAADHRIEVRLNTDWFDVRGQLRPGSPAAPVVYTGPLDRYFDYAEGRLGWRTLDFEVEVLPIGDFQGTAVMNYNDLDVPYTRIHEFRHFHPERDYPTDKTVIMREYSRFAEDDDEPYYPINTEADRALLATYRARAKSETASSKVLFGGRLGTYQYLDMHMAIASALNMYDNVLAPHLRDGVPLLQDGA
MazEF act: activators of E. coli MazEF toxin-antitoxin RNase; hit rate 0.32% among 350,000; activation, % at 20 µM; FAM/BHQ RNA-DNA oligo cleavage fluorescence, 5 h; AID 504720; P0AE70; in the data active = activation above about 50%
GDH-TPI inh: counter-screen for M. tuberculosis FBA inhibitors: GDH-TPI coupled enzymes. GDH-TPI coupled enzyme counterscreen, NADH absorbance. inhibition, % at 4.8 µM. hit rate 1.2% among 360,000. AID 588335; in the data active = inhibition above about 30%;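 also: 0% = DMSO wells and 100% = wells lacking the enzyme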
Rv3671c inh: inhibitors of M. tuberculosis serine protease Rv3671c | hit rate 0.048% among 320,000 | P9WHR9 | inhibition, % at 5.96 µM; in the data active = inhibition above about 38%;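 also: extracellular domain of Rv3671c used as enzyme; 0% = enzyme with DMSO and 100% = no enzyme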
Target sequence (P9WHR9 whole entry, looked up, the tested form may be a part): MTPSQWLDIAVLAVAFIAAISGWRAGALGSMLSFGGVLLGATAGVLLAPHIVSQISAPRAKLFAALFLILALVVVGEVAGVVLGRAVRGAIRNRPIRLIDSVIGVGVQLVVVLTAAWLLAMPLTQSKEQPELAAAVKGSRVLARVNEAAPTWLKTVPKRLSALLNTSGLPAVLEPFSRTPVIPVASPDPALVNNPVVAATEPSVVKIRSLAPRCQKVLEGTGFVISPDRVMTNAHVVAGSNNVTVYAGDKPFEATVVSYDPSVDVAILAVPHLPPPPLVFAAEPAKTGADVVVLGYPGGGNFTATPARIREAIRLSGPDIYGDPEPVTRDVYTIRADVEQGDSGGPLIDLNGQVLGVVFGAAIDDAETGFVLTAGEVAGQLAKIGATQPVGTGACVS
FBA Mtb inh: Mtb fructose-bisphosphate aldolase inhibition; purified M. tuberculosis FBA, fluorescence read-out; hit rate 2.3% among 360,000; inhibition, % at 1 µM; in the data active = inhibition above about 27%;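 also: 0% = vehicle and 100% = reference inhibitor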
3CLpro inhibitor: SARS-CoV 3CLpro protease inhibition; P0C6X7; recombinant SARS-CoV 3CLpro, quenched FRET peptide cleavage; inhibition, % at 6 µM; hit rate 0.14% among 290,000; AID 1706; in the data active = inhibition above about 12%
VHR inh abs: DUSP3 (human) phosphatase inhibition | recombinant VHR phosphatase, pNPP absorbance | inhibition, % at 13.3 µM | P51452 | hit rate 0.52% among 290,000; in the data active = inhibition above about 50%; also: some compounds called inactive have numbers as strong as hits
Target sequence (P51452 whole entry, looked up): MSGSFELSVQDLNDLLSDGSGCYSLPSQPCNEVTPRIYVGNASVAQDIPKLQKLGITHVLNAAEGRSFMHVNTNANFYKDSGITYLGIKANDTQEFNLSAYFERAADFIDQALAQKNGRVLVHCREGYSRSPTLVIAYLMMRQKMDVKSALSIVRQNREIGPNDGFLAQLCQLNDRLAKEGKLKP
Vc quorum ag: inducers of Vibrio cholerae quorum light production without autoinducers. AID 588436. activation, % at 18.7 µM. V. cholerae BH1578 lux reporter, luminescence, 6 h. hit rate 0.16% among 350,000; in the data active = activation mostly above about 9.7%, no sharp cut-off; also: not every result past the cut was called active; inactives centre near 0; reference of the scale not given here
Starred values were filed as active, the others as inactive; i = inactive; . = not tested or not shown; & = joins results of further samples; ! = repeats disagree.

SMILES	BioA inh	PriA SSB inh	UGM FP inh	MazEF act	GDH-TPI inh	Rv3671c inh	FBA Mtb inh	3CLpro inhibitor	VHR inh abs	Vc quorum ag
Cc1ccc(CN2CCN(Cc3ccccc3)CC2)cc1	.	-1	-0.7	6	7	6	0	-1	18	.
CCCc1c(O)c2ccccc2n(-c2ccccc2)c1=O	-3.5	-15	-2.1	13	14	-4	45*	2	27	i
CCOc1ccc(N2CC(C(=O)NC3CCCC3)CC2=O)cc1 (centres undefined)	-0.3	-15	0.9	4	-7	-3	1	0	14	-0.5
CCCNC(=O)C(Cc1ccc(I)cc1)NC(=O)c1ccc2ccccc2n1 (centres undefined)	-2.6	-3	0.3	-6	15	0	3	.	.	i
COc1ccc2c(C)c(C(=O)N3CCN(Cc4ccccc4)CC3)oc2c1	1.1	4	0.2	-10	13	.	4	-7	29	-1.2
O=C(c1cn(Cc2ccccc2)nc1-c1ccc(Cl)cc1)N1CCN(c2ccccn2)CC1	1.5	-7	-1.8	-9	6	1	3	.	.	-5.0
COc1ccc(NCC(=O)Nc2ccccc2C#N)cc1Cl	-1.0	9	-2.1	9	-4	2	1	2	31	i
O=C(OCc1cn([C@H]2CN(C(=O)C3CCCCC3)[C@@H](c3ccc(Cl)cc3)C[C@@H]2O)nn1)c1ccccc1	0.6	.	.	2	7	.	-1	.	.	-0.4
CC(C)c1nnc(SCC(=O)NCc2ccc3c(c2)OCO3)n1C	-2.8	-4	1.0	3	-9	-4	1	-1	9	i
COc1ccccc1NC(=O)CSc1nnc(CNC(=O)COc2ccc(Cl)cc2)o1	0.8	-16	0.8	-2	4	-4	-10	4	6	3.9
CCC(C)(C)NC(=O)CN(C(=O)c1snc(C(N)=O)c1N)c1ccc(OC)c(OC)c1	-2.2	-10	1.0	5	21	-8	1	-2	20	i
CCOC(=O)C1=C(c2ccccc2)O/C(=C(/C#N)C(F)(F)F)S1	.	.	1.0	.	.	-3	.	4	47	.
COc1ccc(N(CC(=O)N2CCc3ccccc3C2)S(C)(=O)=O)cc1	2.7	-6	1.5	-5	-2	-5	-1	-3	-4	-6.2
O=c1oc(-c2ccc(Cl)c(Cl)c2)nn1-c1ccc(C(F)(F)F)cn1	-1.2	-11	-0.1	2	7	6	1	5	13	-0.7
CN1CCc2c(sc3c2c(=O)n(-c2ccccc2)c2nnc(SCc4ccc(Cl)cc4)n32)C1	-0.5	1	0.7	19	8	0	-5	5	41	5.0
COC(=O)c1sccc1NC(=O)CC1C(=O)NCCN1C(=O)Nc1cc(Cl)ccc1OC (centres undefined)	0.1	2	1.7	6	7	1	1	-2	16	0.9
Cc1ccc(C(=O)CSc2nnc(-c3ccccc3)o2)cc1	-4.8	-9	2.2	-10	11	8	1	6	22	1.9
O=S(=O)(NCc1ccccc1Br)c1ccccc1Br	0.4	-7	1.0	2	1	-8	-4	.	.	i
O=C(O)c1cc(S(=O)(=O)N(Cc2ccccc2)c2ccccc2)ccc1Cl	-0.7	-3	-0.7	5	-9	-6	-2	4	10	-0.2
COc1cccc(NC(=O)c2cccc(NC(=O)c3ccco3)c2)c1	3.9	.	.	-3	3	.	6	.	.	i
Cc1noc(C)c1S(=O)(=O)N1CCCC(C(=O)NCCc2ccc(Cl)cc2)C1 (centres undefined)	-1.3	-4	-0.5	-8	2	-8	-1	-3	13	-11
COc1cccc(CNc2ccc([N+](=O)[O-])c(NCC(=O)O)n2)c1	0.4	3	1.3	-7	9	3	-14	3	8	-0.2
CNc1nc(N)c([N+](=O)[O-])c(NC2CCCCC2)n1	-0.9	3	0.2	0	-1	.	-2	2	19	1.8
O=c1cc(CN2CCN(Cc3ccccc3)CC2)c2cc(O)ccc2o1	0.8	-7	1.4	0	15	3	-4	4	-7	i
Cc1ccccc1N(CC(=O)NCC1CCCO1)C(=O)CCC(=O)Nc1nccs1 (centres undefined)	-0.1	3	-3.1	-1	-3	0	-1	6	25	-0.2
Cc1cccc(C)c1OCc1nnc(SCC(=O)NCCc2ccccc2)o1	-2.3	-17	0.9	-3	1	-9	-2	0	0	-1.7
CC(C)Cn1cc(C(=O)N2CCOCC2)c2c3ccccc3n(C)c2c1=O	-0.2	-5	1.8	-1	5	7	41*	-6	-6	i
COc1cccc(CNc2nc3cc(-c4cccc(Cl)c4)sc3c(=O)n2C)c1	0.4	.	.	.	15	.	4	.	.	-0.3
O=C(CCc1ccccc1)Nc1nnc(-c2ccccn2)o1	.	-7	1.3	4	6	3	23	7	-15	-0.1
CCOCCc1nnc(NC(=O)CS(=O)(=O)Cc2ccccc2)s1	-2.0	-9	1.7	6	-5	-2	0	-2	39	-0.2
C[C@H](CO)N1C[C@H](C)[C@H](CN(C)Cc2ccncc2)Oc2ncc(C#CC3CC3)cc2C1=O	0.5&1.8&0.0	.	.	0	-7	.	-1	.	.	0.1
C[C@H](NC(=O)c1ccccc1)C(=O)N1CCN(Cc2ccc3c(c2)OCO3)CC1	4.4	-10	-0.9	8	0	-6	-1	.	.	i
O=C(CSc1ncnc2c1nnn2Cc1ccccc1F)N1CCN(c2ccccc2)CC1	-1.2	0&-25	.	-5	1	.	0	-4	-14	.
COc1ccc(Cc2nnc(SCC(=O)NCc3ccco3)o2)cc1	.	9	-0.4	-5	-4	7	3	4	2	-0.2
CCN1CCN(Cc2ccc(NC(=O)c3ccc(C)c(NC(=O)c4cccc5[nH]ccc45)c3)cc2C(F)(F)F)CC1	-1.2&-2.6	-4	3.1	-31&-6	-10&5	-22	30*!	.	11	0.2
CC(=O)Nc1cc(-c2ccc(S(C)(=O)=O)cc2)cn2c(-c3ccc(F)c(Cl)c3)cnc12	0.6	.	.	.	4	.	4	.	.	i
O=C(CN1CCN(c2ccc([N+](=O)[O-])cc2)CC1)Nc1ccccn1	.	5	0.6	11	16	-5	-12	5	5	-0.7
CC(=O)c1ccc(-n2nnnc2SCC(=O)N2CCN(C(=O)c3ccco3)CC2)cc1	3.1	-24	-2.4	4	-4	-1	1	-1	-4	-8.3
O=C(O)CSc1nnc(-c2ccc3c(c2)OCO3)n1-c1ccccc1	.	-5	3.3	1	-3	-5	3	0	43	-0.1
CCC(=O)c1ccc(OC)c(OC)c1OCc1ccccc1	.	-12	.	8	12	.	-2	.	.	i
CCOC(=O)NC(=O)/C(C#N)=C\c1ccccc1	.	0	-1.7	-3	3	8	0	1	12	-0.4
C=CCN1C=CC(=O)[C@@H](O)[C@H]1c1ccccc1Br	-1.4	-11	.	4	11	.	-2	.	.	i
CCN(CC)c1nc(-c2cccc(OC)c2O)nc2ccccc12	-2.7	4	0.2	0	22	-1	-1	-1	9	-0.4
CCOC(=O)/C=C1\CC(C(=O)OCC)Oc2c(OC)cccc21 (centres undefined)	-0.9	-13	.	11	9	.	0	.	.	-1.5
O=Cc1ccccc1OCCOc1ccccc1C=O	4.3	-2	0.9	3	7	10	-1	8	16	-0.4
O=C(CCN1C(=O)c2cccc3cccc(c23)C1=O)N1CCOCC1	-3.7	-2	1.4	4	13	-12	21	3	-5	i
COC(=O)c1nnn(CC(=O)NC(=O)Nc2ccccc2)c1C(=O)OC	-0.8	-2	-1.3	0	-4	5	3	-10	12	0.4
CCS(=O)(=O)c1nc(S(=O)(=O)c2ccc(C)cc2)c(N2CCC(C)CC2)s1	-1.1	-3	-0.5	-4	10	-3	-4	11	-14	-0.4

Full records, looked up by structure. Values in the order: BioA inh | PriA SSB inh | UGM FP inh | MazEF act | GDH-TPI inh | Rv3671c inh | FBA Mtb inh | 3CLpro inhibitor | VHR inh abs | Vc quorum ag
Profile of `C=CCN1C=CC(=O)[C@@H](O)[C@H]1c1ccccc1Br` = -1.4 | -11 | . | 4 | 11 | . | -2 | . | . | i
Profile of `O=Cc1ccccc1OCCOc1ccccc1C=O` = 4.3 | -2 | 0.9 | 3 | 7 | 10 | -1 | 8 | 16 | -0.4
Profile of `O=C(O)CSc1nnc(-c2ccc3c(c2)OCO3)n1-c1ccccc1` = . | -5 | 3.3 | 1 | -3 | -5 | 3 | 0 | 43 | -0.1
Profile of `CCOC(=O)NC(=O)/C(C#N)=C\c1ccccc1` = . | 0 | -1.7 | -3 | 3 | 8 | 0 | 1 | 12 | -0.4
Profile of `CCC(=O)c1ccc(OC)c(OC)c1OCc1ccccc1` = . | -12 | . | 8 | 12 | . | -2 | . | . | i

Additional results:
SMILES	BioA inh	PriA SSB inh	UGM FP inh	MazEF act	GDH-TPI inh	Rv3671c inh	FBA Mtb inh	3CLpro inhibitor	VHR inh abs	Vc quorum ag
CCOC(=O)N1CCC(NC(=O)c2ccc3nc(N4CCOCC4)sc3c2)CC1	-0.9	-10	.	5	-1	.	-2	-5	0	i
CC1C(=O)Nc2ccc(S(=O)(=O)N3CCCCCC3)cc21 (centres undefined)	1.0	-5	0.4	0	-1	3	0	.	.	-4.6
CCc1noc(C)c1C(=O)Nc1ccc(F)c(F)c1F	1.0	-9	-3.6	5	-5	-7	1	.	.	0.1
COCc1[nH]nc2c1C(C1C=CCCC1)C(C#N)=C(N)O2 (centres undefined)	-1.6	-9	0.4	-9	-3	-2	-3	-6	-4	i
COc1cc(Cl)c(S(=O)(=O)n2cnc(C)c2)cc1Cl	-1.4	-11	2.8	0	9	2	0	2	22	i
CN(CCCNC(=O)c1nn(C)c2c1CS(=O)(=O)c1ccccc1-2)Cc1ccccc1	.	-10	0.2	4	4	-4	-1	-6	28	i
COc1ccc(-c2cc(C(=O)O)c3c(C)nn(-c4ccccn4)c3n2)cc1	.	-8	.	8	.	4	.	-2	4	.
C[C@]12c3[nH]c4ccccc4c3CCN1C(=O)C(CC(=O)NCc1ccco1)C[C@@H]2C(=O)N1CCOCC1 (some centres undefined)	0.6	7	-0.4	1	-5	-4	2	.	.	-1.3
CCOc1cc(C(=S)N2CCOCC2)ccc1OS(=O)(=O)c1ccccc1[N+](=O)[O-]	.	18	0.7	9	9	1	0	2	2	-0.2
Cn1c(SCc2cccc(Br)c2)nnc1-c1ccncc1	6.1	-13	-1.7	3	-1	6	1	1	33	i
CCOC(=O)Cn1c(=NC(=O)C(C)(C)C)sc2cc([N+](=O)[O-])ccc21	.	1	-0.6	-6	22	5	0	0	-6	-0.3
Cc1ccc(OCC(=O)N2CCN(C(=O)c3cccs3)CC2)cc1	3.8	-11	-1.3	2	-3	-2	1	0	5	.
CN1CCN(S(=O)(=O)c2cc([N+](=O)[O-])ccc2Cl)CC1	.	-3	-0.4	4	-8	5	1	-2	34	-0.4
O=C1C(F)=CC(COC(c2ccccc2)(c2ccccc2)c2ccccc2)OC1n1cc(F)c(=O)[nH]c1=O (centres undefined)	.	-3	.	5	-3	.	-2	.	.	i
CCCC(=O)N1CCN(S(=O)(=O)c2cc(Cl)ccc2OC)CC1	0.3	-5	-1.2	0	11	-4	5	-2	11	0.7
COc1ccc(-c2cc3ccccc3n2CC(O)CNCCO)cc1 (centres undefined)	-0.4	1	0.4	13	-6	3	21	1	-2	-1.0
C=CCn1c(SCC(=O)OCC)nc2cc(C(=O)NCc3ccco3)ccc2c1=O	-1.7	-11	-0.5	3	17	-6	1	-1	23	-6.2
CCOc1ccc(Oc2c(/C=N/NC(=O)C3CC3)c(C)nn2-c2ccccc2)cc1	1.0	.	1.6	2	1	-1	-3	0	4	i
FC(F)(F)c1cccc(NC(=S)NCCN2CCOCC2)c1	0.0	-15	-1.3	0	5	2	0	3	-4	-0.4
CCCCCC(=O)N1C[C@@H](n2cc(C3CC3)nn2)[C@H](O)C[C@@H]1c1ccc(C)cc1	1.1	.	.	1	6	.	-3	.	.	i
CCOC(=O)c1oc2ccc(Br)cc2c1CSc1nnc(C)s1	-0.1	1	0.2	-5	12	-9	-2	-5	18	-0.4
Cn1c(SCC(=O)Nc2ccc3c(c2)OCCO3)nnc1-c1ccco1	-0.7	-8	-1.0	1	10	2	3	-4	-24	0.7

Assay outcomes as filed in PubChem BioAssay.

An excerpt; rates above refer to the full screens.
